# Screens: PubChem BioAssay, several laboratories
# APP transl inh: APP translation inhibition; actives 0.82% (n = 190,000); SH-SY5Y APP 5'UTR-luciferase reporter, luminescence; inhibition, % at 2 µM;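 active = inhibition above a set limit, derived from the sample mean plus 3 SD, cut at about 45% in these data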; also: values of inactives mirror those of a sister screen read the other way
# STAT1 act: STAT1 signaling activation. NIH 3T3 STAT1-luciferase reporter, IFN-gamma, luminescence; 100% = IFN-gamma alone, no compound. activation (% of control), % at 5.5 µM. actives 2.6% (n = 200,000). AID 932;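 active = activation above the screen-wide mean activation plus 3 SD, cut at about 130% in these data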;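 also: raw ratio to IFN-gamma control signal so 100% means no change and 0% no light; values of inactives mirror those of a sister screen read the other way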
# FLuc inh counter: inhibits firefly luciferase, flagging false hits in luciferase inhibition screens. P08659. ATPLite firefly luciferase biochemical luminescence, 10 min. inhibition, % at 10 µM. actives 1.5% (n = 200,000). AID 1006;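 active = inhibition above about 50% when tested at 10 µM, limit read from the data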
# Target sequence (P08659 whole entry, looked up): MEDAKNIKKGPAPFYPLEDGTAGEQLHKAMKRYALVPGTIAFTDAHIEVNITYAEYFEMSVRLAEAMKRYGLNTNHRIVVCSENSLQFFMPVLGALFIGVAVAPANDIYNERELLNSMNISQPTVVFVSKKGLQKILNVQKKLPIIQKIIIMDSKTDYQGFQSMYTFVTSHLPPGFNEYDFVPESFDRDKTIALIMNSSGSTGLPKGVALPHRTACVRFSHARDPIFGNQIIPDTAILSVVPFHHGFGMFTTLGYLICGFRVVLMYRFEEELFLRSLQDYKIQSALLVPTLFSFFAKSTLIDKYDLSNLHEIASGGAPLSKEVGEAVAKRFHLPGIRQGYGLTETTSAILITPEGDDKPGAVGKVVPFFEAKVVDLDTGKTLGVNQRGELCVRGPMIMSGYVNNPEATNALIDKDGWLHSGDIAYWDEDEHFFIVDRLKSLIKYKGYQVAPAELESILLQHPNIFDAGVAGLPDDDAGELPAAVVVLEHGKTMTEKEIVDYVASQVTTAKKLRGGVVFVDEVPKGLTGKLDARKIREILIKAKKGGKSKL
# FLuc act counter: firefly luciferase counter-screen for stimulation assays | ATPlite luciferase biochemical, luminescence, 10 min; 0 = ATP-free wells, 1 = DMSO control | activation factor at 10 µM | P08659 | AID 1027 | 200,000 tested, under 10 active;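 active = luciferase activation factor, scaled between plate controls, of at least 2 with compound at 10 µM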
#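 Assay system – cell-free luciferase reagent · Medium – PBS-based ATP solution · Dosing – test compounds dosed from 2 mM stocks in 100% DMSO · Timing – 10 min, room temperature · Technique – light output (luminescence) · Measure – luminescence gain marking luciferase activators · Controls – No-ATP low control, compound-free enzyme-plus-ATP high control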
# APP 5'UTR act: activates APP 5'UTR luciferase reporter. activation, % at 2 µM. SH-SY5Y APP 5'UTR luciferase reporter, luminescence; zero percent = DMSO vehicle wells. AID 1276. actives 1% (n = 190,000);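 active = activation above a set limit, based on mean plus 3 SD of controls, cut at about 140% in these data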; also: values of inactives mirror those of a sister screen read the other way
# Diaph inh CS: diaphorase inhibition or chemical oxidation counter-screen; diaphorase resazurin-to-resorufin fluorescence, NADH, 16 min; bacterial (C. kluyveri) enzyme, not human; inhibition, % at 20 µM; actives 0.69% (n = 190,000); AID 1217;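 active = primary screen inhibition at 20 µM above a set limit, cut at about 50% in these data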;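 also: plate controls were DMSO with full reaction for no effect and wells lacking NADH for full effect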
#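 Test system: Clostridium kluyveri diaphorase enzyme / Quantity: diaphorase at 0.14 U/mL in enzyme working solution / Incubation: 16-min room-temperature incubation before reading / Benchmarks: NADH-free wells as positive control, DMSO-only neutral wells / Signal: resorufin fluorescence 544/590 nm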
# NF-kB expr up: raises NF-kB expression in human neuronal cells | NF-kB reporter expression; active compounds read high | fold change at 12.5 µM | actives 1.6% (n = 190,000) | AID 1239; in the data active = fold change above about 3.3
# Diaphorase act: counter-screen for diaphorase-based assays: diaphorase activators and chemical reducers. Diaphorase/resazurin coupled assay, resorufin fluorescence, 16 min; active compounds read high; 1 = vehicle wells, 0 = NADH-free wells. activation factor at 20 µM. actives 0.005% (n = 190,000). AID 1229;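 active = diaphorase activity raised at least twofold by the compound at 20 µM; inactive = activation factor below 2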
#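 test system = bacterial diaphorase enzyme (C. kluyveri) | quantity = enzyme 0.07 U/mL final | reagent = NADH substrate 0.114 mM plus resazurin dye 0.1 mM, final | incubation = 16 min enzyme reaction, ambient temperature | buffer or medium = HEPES pH 7.4 buffer with MgCl2 and Tween 20 | signal = fluorescence of resorufin, 544 nm excitation, 590 nm emission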
# TLR4-MyD88 BLA: inhibitors of human TLR4-MyD88 binding; O00206+Q99836; HeLa CL3-4 TLR4/MyD88 BLA complementation, FRET ratio; inhibition, % at 8.4 µM; actives 0.18% (n = 200,000); AID 861; in the data active = inhibition above about 25%;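 also: 0% = vehicle and 100% = reference inhibitor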
# G6PDH counter: inhibits Leuconostoc G6PDH, flagging false hits in G6PDH-based assays. Purified L. mesenteroides G6PDH, diaphorase/resazurin coupled fluorescence, 45 min. inhibition, % at 5 µM. actives 0.12% (n = 200,000). AID 1020; in the data active = inhibition above about 50%
# Numbers without * were called inactive; nt = no result given.
1	CCCNC(=O)C(Cc1ccccc1)NS(=O)(=O)c1cccc2nsnc12 (stereo not drawn)
2	CCOC(=O)c1c(-c2ccc(C)cc2)csc1NC(=O)CCSc1nnc2ccccn12
3	CC(C)(CO)NCc1ccccc1OCC(=O)Nc1ccccc1
4	CCCC(=O)Nc1ccc(C(=O)NNC(=S)NC(=O)c2ccc(Br)o2)cc1
5	CC(Cc1cccs1)NC(=S)Nc1ccc(Cl)c(Cl)c1 (stereo not drawn)
6	Cc1cc(C)c(S(=O)(=O)N2CCC(C(=O)NCc3ccc(Cl)cc3Cl)CC2)c(C)c1

Screen / compound no.	1	2	3	4	5	6
APP transl inh	-6	-6	-22	8	-16	-6
STAT1 act	93	107	106	104	94	94
FLuc inh counter	-4	-3	-5	-2	-3	-7
FLuc act counter	1	1	1.1	1	1	1.1
APP 5'UTR act	6	6	22	-8	16	6
Diaph inh CS	-1	12	0	48	22	15
NF-kB expr up	1.1	0.9	1.3	0.79	1	0.63
Diaphorase act	1	0.9	1	0.5	0.8	0.9
TLR4-MyD88 BLA	6	-7	8	13	13	5
G6PDH counter	18	-20	3	-6	-7	1

7	O=C(NCc1n[nH]c(=S)n1-c1ccc(Cl)c(Cl)c1)c1cccs1
8	CCC1Cc2c(nc(N)c3c(N)nc(N4CCCCC4)c(C#N)c23)O1 (stereo not drawn)
9	CCCCN(C)C(=O)c1cn(CC)c2nc(C)ccc2c1=O
10	CCOC(=O)COc1cc2c3c(c(=O)oc2cc1C)CCCC3
11	O=C(Nc1ccccc1)C1=C[C@H](c2ccc3c(c2)OCO3)C[C@H](OCc2ccc(CO)cc2)O1
12	Cc1c(C(=O)Nc2ccc(F)cc2)oc2ccc(S(=O)(=O)N3CC(C)CC(C)C3)cc12 (stereo not drawn)

Screen / compound no.	7	8	9	10	11	12
APP transl inh	12	11	6	4	-12	-2
STAT1 act	100	105	100	105	110	95
FLuc inh counter	-4	-5	-6	-6	4	4
FLuc act counter	1	1	1.1	1.1	1	1
APP 5'UTR act	-12	-11	-6	-4	12	3
Diaph inh CS	21	27	17	15	24	0
NF-kB expr up	1.8	1.2	1.1	0.98	0.95	0.65
Diaphorase act	0.8	0.7	0.8	0.8	0.8	1
TLR4-MyD88 BLA	7	-4	1	12	-16	1
G6PDH counter	5	18	2	-47	15	2

13	COC(=O)c1ccccc1NC(=O)C1CCCC1
14	O=C(NCc1cccnc1)c1cccnc1-c1nc2ccccc2s1
15	Cc1cccc(C)c1OCCCCCNCCO
16	Cc1c(Cl)c(=O)n2c(=O)c(Cl)c(C)n12
17	CC1(C)CC(=O)C(C=NC2CCCCC2)=C(O)C1
18	O=C(N1CCOCC1)N1CCC(n2nnc3cc(F)ccc32)CC1

Screen / compound no.	13	14	15	16	17	18
APP transl inh	-5	3	29	-22	10	-18
STAT1 act	90	95	101	102	98	102
FLuc inh counter	2	1	0	-3	-1	-4
FLuc act counter	1	1	1	1	1	1
APP 5'UTR act	5	-3	-29	22	-10	18
Diaph inh CS	-9	17	11	-1	9	18
NF-kB expr up	0.93	0.89	0.9	1.1	1.1	1.3
Diaphorase act	1.1	0.8	0.9	1	0.9	0.8
TLR4-MyD88 BLA	2	5	-15	9	-2	-6
G6PDH counter	14	-3	19	0	-2	-23

19	COCC(=O)Nc1ccc(S(=O)(=O)Nc2ncccn2)cc1
20	CCC(C)NC(=O)CN(C1CCCCC1)S(C)(=O)=O (stereo not drawn)
21	C/C(N)=C(/C#N)C(=O)CSc1ncnc2ccccc12
22	COc1ccc(-c2cnc(N)n2CC2CCCO2)cc1 (stereo not drawn)
23	Cn1cnc(S(=O)(=O)N2CCc3ccccc32)c1
24	CC1CCCc2sc3nc(NCc4ccco4)n4ncnc4c3c21 (stereo not drawn)

Screen / compound no.	19	20	21	22	23	24
APP transl inh	nt	-4	-4	6	6	-6
STAT1 act	98	105	103	112	95	109
FLuc inh counter	-5	-2	-3	-1	-6	-5
FLuc act counter	1	1	1	1	1.1	1.1
APP 5'UTR act	nt	4	4	-6	-6	6
Diaph inh CS	8	-12	28	-10	15	8
NF-kB expr up	1	1.1	1	0.97	0.93	0.98
Diaphorase act	0.9	1.1	0.7	1.1	0.9	0.9
TLR4-MyD88 BLA	-8	-2	5	7	8	10
G6PDH counter	5	6	5	6	2	10

25	CC(C)(C)NC(=S)NCc1cccnc1
26	Cc1ccc(Cl)cc1N1CCN(S(=O)(=O)c2ccc3c(c2)OCCO3)CC1
27	CCc1nnc(NC(=O)c2ccc3nc(CC)c(CC)nc3c2)s1
28	Cc1ncc(CN2CCC(CO)(CCc3ccccc3)CC2)s1
29	O=C(Nc1cccnc1)Nc1ccc(F)c(Cl)c1
30	Cc1cc(OCC(=O)Nc2ccc3oc(-c4ccncc4)nc3c2)ccc1Cl

Screen / compound no.	25	26	27	28	29	30
APP transl inh	0	-8	-26	25	-10	20
STAT1 act	97	98	99	108	92	103
FLuc inh counter	-4	-3	9	-6	12	-4
FLuc act counter	1	1	0.9	1.1	0.9	1
APP 5'UTR act	0	8	26	-25	10	-20
Diaph inh CS	6	23	6	9	17	-3
NF-kB expr up	1.2	1	0.86	1.3	1.4	1
Diaphorase act	0.9	0.8	0.9	0.9	0.8	1
TLR4-MyD88 BLA	-1	-11	-9	-6	-6	-9
G6PDH counter	6	0	1	20	8	3

31	CCCC(=O)NC(Nc1ccccc1OC)C(Cl)(Cl)Cl (stereo not drawn)
32	NS(=O)(=O)c1ccc(CCNC(=O)CCCn2c(=O)[nH]c3ccc(Br)cc3c2=O)cc1
33	COC(=O)c1scc(C)c1NC(=O)C1CCCCC1
34	CC(=O)N1CC=CC1(CC(C)C)C(=O)NCCc1c[nH]c2ccccc12 (stereo not drawn)
35	O=C(Nc1ccc2c(c1)OCCO2)c1cc2sccc2n1Cc1ccc(F)cc1
36	O=C(NCc1ccc(Cl)cc1)c1cc([N+](=O)[O-])ccc1Cl

Screen / compound no.	31	32	33	34	35	36
APP transl inh	4	1	-4	-10	-58	10
STAT1 act	102	94	90	94	114	96
FLuc inh counter	-7	-4	-3	-5	-6	-4
FLuc act counter	1.1	1	1	1	1.1	1
APP 5'UTR act	-4	-1	4	11	58	-10
Diaph inh CS	9	20	16	8	25	-18
NF-kB expr up	1.1	1.2	1.1	1.2	0.98	1.2
Diaphorase act	0.9	0.8	0.8	0.9	0.7	1.2
TLR4-MyD88 BLA	-6	5	2	0	-7	-10
G6PDH counter	3	1	1	15	8	3

37	CCCC(=O)Nc1ccc2nc(SCC(=O)Nc3ccc(N4CCOCC4)c(Cl)c3)sc2c1
38	N#Cc1ccc(NC(=O)N2CCC(c3nc4c(nnn4Cc4cccc(Cl)c4)c(=O)[nH]3)CC2)cc1
39	COC(=O)c1cc(OC)c(OC)cc1NC(=O)CCCCCN1C(=O)CCC1=O
40	O=C(CCCOc1ccc(Cl)cc1Cl)NN1CCOCC1
41	COC(=O)CSc1nc2cc(C)cc(C)c2cc1C#N
42	COc1ccccc1CNC(=O)c1cccc(C)c1[N+](=O)[O-]

Screen / compound no.	37	38	39	40	41	42
APP transl inh	-46	-3	16	6	-9	-8
STAT1 act	114	92	99	100	100	99
FLuc inh counter	23	-4	-9	-2	-5	2
FLuc act counter	0.8	1	1.1	1	1.1	1
APP 5'UTR act	46	3	-16	-6	9	8
Diaph inh CS	7	24	12	-3	19	13
NF-kB expr up	0.78	1.1	0.82	1.1	2.4	1.2
Diaphorase act	0.9	0.8	0.9	1	0.8	0.9
TLR4-MyD88 BLA	9	-10	3	-2	11	-12
G6PDH counter	6	-6	-16	3	-4	23

# Entries above that have an aryl methoxy group, in the order listed:
22	COc1ccc(-c2cnc(N)n2CC2CCCO2)cc1 (stereo not drawn)
31	CCCC(=O)NC(Nc1ccccc1OC)C(Cl)(Cl)Cl (stereo not drawn)
39	COC(=O)c1cc(OC)c(OC)cc1NC(=O)CCCCCN1C(=O)CCC1=O
42	COc1ccccc1CNC(=O)c1cccc(C)c1[N+](=O)[O-]

Screen / compound no.	22	31	39	42
APP transl inh	6	4	16	-8
STAT1 act	112	102	99	99
FLuc inh counter	-1	-7	-9	2
FLuc act counter	1	1.1	1.1	1
APP 5'UTR act	-6	-4	-16	8
Diaph inh CS	-10	9	12	13
NF-kB expr up	0.97	1.1	0.82	1.2
Diaphorase act	1.1	0.9	0.9	0.9
TLR4-MyD88 BLA	7	-6	3	-12
G6PDH counter	6	3	-16	23

# New compounds follow.
43	CCN(CC)CC#CCOC(=O)C(O)(c1ccccc1)C1CCCCC1 (stereo not drawn)
44	O=C(CSc1nnc(-c2ccccn2)n1-c1ccc(Cl)cc1)Nc1ccc2c(c1)OCO2
45	O=C(c1ccccc1)c1cn[nH]c1-c1ccccc1O
46	O=C1CC(c2ccccc2)N1c1ccccc1 (stereo not drawn)
47	O=C(COC(=O)c1cccc(S(=O)(=O)N2CCc3ccccc32)c1)NCc1ccco1
48	Cc1[nH]n(-c2ccc(Cl)c(Cl)c2)c(=O)c1CCO

Screen / compound no.	43	44	45	46	47	48
APP transl inh	-2	4	-2	-30	2	14
STAT1 act	100	100	92	104	112	102
FLuc inh counter	-10	2	-1	-5	-10	-2
FLuc act counter	1.1	1	1	1	1.1	1
APP 5'UTR act	2	-4	2	30	-2	-14
Diaph inh CS	8	0	4	9	16	-7
NF-kB expr up	1.4	1	1.2	0.99	1.2	1.1
Diaphorase act	0.9	1	1	0.9	0.8	1.1
TLR4-MyD88 BLA	11	-4	-10	6	-2	-11
G6PDH counter	12	4	0	3	6	9

49	CCOC(=O)C1=NN(C(=O)c2ccccc2)C(O)(c2ccc(C)cc2)C1 (stereo not drawn)
50	O=C(NCC1CCCO1)C(c1ccncc1)N(Cc1cccs1)C(=O)CN1C(=O)c2ccccc2S1(=O)=O (stereo not drawn)
51	O=C1N2CCSC2=NC1(NS(=O)(=O)c1ccccc1)C(F)(F)F (stereo not drawn)
52	Clc1ncc(CN2CCN(c3ccccc3)CC2)s1
53	O=C(O)CCNS(=O)(=O)c1ccc(Oc2ccccc2)cc1
54	O=C(NCc1ccncc1)Nc1cc(Cl)ccc1Cl
55	Cc1ccc(NC(=O)N(Cc2cc3cc(C)cc(C)c3[nH]c2=O)CC2COCCO2)cc1 (stereo not drawn)
56	Cc1cc(C)n(CCOC(=O)c2sc3ccccc3c2Cl)n1
57	Cn1nnc2cc(C(=O)NC3CC3)ccc21

Screen / compound no.	49	50	51	52	53	54	55	56	57
APP transl inh	-7	2	8	-10	-5	20	-12	-4	14
STAT1 act	102	102	96	97	94	94	100	98	94
FLuc inh counter	6	-2	-3	-10	0	-5	-11	27	-6
FLuc act counter	0.9	1	1	1.1	1	1.1	1.1	0.7	1.1
APP 5'UTR act	7	-2	-8	10	5	-20	12	4	-13
Diaph inh CS	1	-15	8	13	7	27	24	18	-11
NF-kB expr up	1.1	1.1	1.1	1.1	0.98	0.91	0.6	1.3	1.2
Diaphorase act	1	1.2	0.9	0.9	0.9	0.7	0.8	0.8	1.1
TLR4-MyD88 BLA	-14	6	4	6	2	6	-2	4	-6
G6PDH counter	0	10	2	7	-1	17	8	-2	8
